rTrxR1 inhibitor – rat TrxR1 inhibition; O89049; recombinant rTrxR1, NADPH fluorescence consumption, selenite substrate; Potency, µM (series often up to 114 µM), for the others: top-dose activity change, negative = inhibition, most hits filed as inhibitors; 390,000 compounds, 1% hits; further: on the % scale 0 is the no-effect control and ±100 the full control effect; nearly all actives have a fitted effect of over 65% in size
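Rat TrxR1 (90 nM in the dispensed reagent) was pre-reduced with 400 uM NADPH for 5 min at room temperature, then incubated with compound for 15 min. After 400 uM selenite was added, NADPH fluorescence (Ex 340/Em 450 nm) was followed for 8 min.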
ERG Ets-DNA blk – ERG Ets/DNA interaction inhibition; P11308; fluorescence polarization, His-ERG Ets domain / labelled DNA; Potency, µM (top dose mostly 76.9 µM), inactives show at the highest dose FP activity, negative = inhibition, hits mostly inhibitors; 370,000 compounds, 0.028% hits; active means well fitted inhibition curve with a large enough effect in the polarisation, with a control signal flat; inconclusive means small, poorly fitted or top-dose-only effect, or effect the other way, or a change in a side signal; inactive means no such curve, though single readings can be large or run the other way; the % refers to the polarisation;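 further: polarization taken with two DNA probes labelled with fluorescein and Texas red; % of control where 0% means no effect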
Target sequence (P11308 whole entry, looked up, the tested form may be a part): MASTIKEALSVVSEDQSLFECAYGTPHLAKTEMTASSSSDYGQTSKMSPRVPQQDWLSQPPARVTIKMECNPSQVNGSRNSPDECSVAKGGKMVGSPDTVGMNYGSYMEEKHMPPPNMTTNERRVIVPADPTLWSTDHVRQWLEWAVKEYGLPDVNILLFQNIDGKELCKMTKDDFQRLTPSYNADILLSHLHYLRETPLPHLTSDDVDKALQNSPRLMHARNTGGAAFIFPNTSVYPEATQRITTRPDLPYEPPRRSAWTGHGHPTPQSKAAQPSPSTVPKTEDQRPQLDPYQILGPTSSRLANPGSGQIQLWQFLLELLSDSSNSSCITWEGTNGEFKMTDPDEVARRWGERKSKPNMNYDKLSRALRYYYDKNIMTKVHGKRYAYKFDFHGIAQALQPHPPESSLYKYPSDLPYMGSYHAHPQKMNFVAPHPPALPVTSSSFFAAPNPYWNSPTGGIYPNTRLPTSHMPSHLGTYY
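His-tagged ERG Ets domain (1 uM in the protein solution; 300mM KCl, 50mM Tris-HCl, 1mM EDTA, 1mM DTT, pH 7.5) received compound, then a probe mix of 5 nM fluorescein-DNA and 100nM Texas-615-DNA. Fluorescence polarization was read for both dyes.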
HP1b chromo inh – inhibitors of HP1-beta chromodomain binding to methylated histone tails | P83916 | AlphaScreen HP1-beta / biotin-H3K9me3 peptide binding | Potency, µM (highest dose often 114 µM), inactives show top-dose activity change, negative = inhibition, most hits filed as inhibitors | 390,000 compounds, 0.56% hits; further: nearly all actives have a fitted effect of over 70% in size; inactives centre near 23
Target sequence (P83916 whole entry, looked up): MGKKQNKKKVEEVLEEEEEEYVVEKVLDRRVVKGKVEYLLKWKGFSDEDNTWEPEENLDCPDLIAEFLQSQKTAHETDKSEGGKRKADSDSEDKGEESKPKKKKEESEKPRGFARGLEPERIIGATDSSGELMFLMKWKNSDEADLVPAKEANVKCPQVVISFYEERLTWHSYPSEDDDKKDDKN
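HP1-beta protein (50 nM final) preincubated 30 min at room temperature with biotinylated H3(1-18)K9me3 peptide (50 nM) in PBS pH 7.4, 0.01% Tween-20, then compound added for 30 min. AlphaScreen streptavidin donor/nickel chelate acceptor beads (10 ug/mL final), 30 min dark, luminescence read.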
RGS4 inh – human RGS4 inhibition. Transcreener GDP fluorescence polarization, RGS4-accelerated GTP hydrolysis. Potency, µM (doses to about 114 µM), without a hit: at the highest dose activity change, negative = inhibition, actives largely listed as inhibitors. 390,000 compounds, 0.039% hits; further: on the % scale 0 is the no-effect control and ±100 the full control effect; nearly all actives have a fitted effect of over 75% in size; some results filed as inactive show a strong effect at the top dose
Target sequence (P49798 whole entry, looked up): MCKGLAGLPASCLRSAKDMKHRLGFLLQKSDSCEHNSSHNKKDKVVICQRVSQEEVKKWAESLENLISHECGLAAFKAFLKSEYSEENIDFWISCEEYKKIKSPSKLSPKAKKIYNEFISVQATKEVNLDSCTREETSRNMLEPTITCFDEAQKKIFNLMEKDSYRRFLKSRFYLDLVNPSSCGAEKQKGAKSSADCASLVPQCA
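MLSMR compounds (23 nl, pin-transferred) preincubated 10 min at room temperature with a 500nM (2x) first reagent, then RGS4 at 900nM (2x) plus Transcreener GDP mix added; fluorescence polarization (620/688 nm) read before and after 90 min at 30 °C.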
GLS inh – glutaminase GLS (human) inhibition; O94925; GLS enzymatic activity, qHTS titration; Potency, µM (series often up to 45.5 µM), for inactives: at the highest dose activity change, negative = inhibition, actives largely listed as inhibitors; 410,000 compounds, 0.21% hits; AID 624170; further: on the % scale 0 is the no-effect control and ±100 the full control effect
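Compounds were pin-transferred onto hKGA, after which L-glutamine (1 mM solution) and a detection mix of glutamate oxidase, HRP and Amplex Red were added. Initial and 30 min RT fluorescence reads were collected.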
JMJD2A Tudor – blocks the human JMJD2A Tudor domain; O75164; AlphaScreen JMJD2A-Tudor / H3K4me3 peptide binding; Potency, µM (series often up to 114 µM), inactives show at the highest dose activity change, negative = inhibition, most hits filed as inhibitors; 390,000 compounds, 4.4% hits; AID 504339; further: on the % scale 0 is the no-effect control and ±100 the full control effect; nearly all actives have a fitted effect of over 50% in size
Tb PGK inh – T. brucei PGK inhibition. P07378. Potency, µM (series often up to 57.5 µM), without a hit: at the highest dose activity change, negative = inhibition, hits mostly inhibitors. 380,000 compounds, 0.043% hits. PGK/GAPDH coupled, Kinase-Glo luminescence, 60 min; further: on the % scale 0 is the no-effect control and ±100 the full control effect; nearly all actives have a fitted effect of over 60% in size
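Luminescent ATP detection (Kinase-Glo Plus) follows a 60-minute room-temperature incubation, with wells lacking PGK as controls. Buffer: 100 mM TEA (pH 7.6), 5 mM MgCl2, 0.01% Tween-20. Coupling enzyme GAPDH (100 nM final) supplies unstable 1,3-BPG in-well.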
ALOX12 inh – inhibitors of human 12S-lipoxygenase ALOX12. P18054. purified 12hLO, xylenol orange hydroperoxide absorbance. Potency, µM (highest dose often 108 µM), inactives show at the highest dose activity change, negative = inhibition, actives largely listed as inhibitors. 580,000 compounds, 1.1% hits. AID 1671190; further: on the % scale 0 is the no-effect control and ±100 the full control effect
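Hydroperoxide product was detected by ferrous iron/xylenol orange as the 573 to 405 nm absorbance ratio. Arachidonic acid at 40 uM (final) was turned over for 30 min at room temperature by 150 nM human 12hLO, pH 7.0 Hepes buffer, after 15 min compound preincubation.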
Pin1 inhibitor – blocks the human prolyl isomerase Pin1; 390,000 compounds, 0.009% hits; Pin1 FP peptide displacement, HiFluor488, 10 min; Potency, µM (top dose mostly 115 µM), for inactives: at the highest dose activity, negative = inhibition, most hits filed as inhibitors; active means well fitted inhibition curve with a large enough effect in the polarisation, with a control signal flat, not every such curve was filed as active; inconclusive means small, poorly fitted or top-dose-only effect, or effect the other way, or a change in a side signal; inactive means no such curve, though single readings can be large or run the other way; the % refers to the polarisation; further: on the % scale 0 is the no-effect control and ±100 the full control effect
Target sequence (Q13526 whole entry, looked up): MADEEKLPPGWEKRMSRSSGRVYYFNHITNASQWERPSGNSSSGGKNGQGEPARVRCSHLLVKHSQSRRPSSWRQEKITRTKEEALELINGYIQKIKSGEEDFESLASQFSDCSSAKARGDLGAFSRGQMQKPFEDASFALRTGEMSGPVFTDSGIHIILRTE
Starred values were filed as active, the others as inactive; i = inactive; ? = inconclusive; . = no result given; [ ] = remark or other dose. Unless noted, the call rests on the fitted dose curve; in most records, active means well fitted curve in the direction sought with a large enough effect; inconclusive means small, poorly fitted or top-dose-only effect, or another doubt; inactive means no such curve, though single readings can be large; an effect the other way counts as inactive or inconclusive. Potency means the concentration at half of the fitted maximal effect. Only part of the results is shown (hit frequency here may not be typical).

No.	rTrxR1 inhibitor	ERG Ets-DNA blk	HP1b chromo inh	RGS4 inh	GLS inh	JMJD2A Tudor	Tb PGK inh	ALOX12 inh	Pin1 inhibitor	canonical_smiles
1	-10%	9%	18%	-2%	-1%	-13%	3%	35%	3%	COc1cc(CN(C)CC2CCCN(CCc3ccc(F)cc3)C2)c(Cl)cc1O (configuration not stated)
2	0.5µM*	1%	31%	-1%	-2%	-18%	-8%	i	-3%	Cc1ccc(C(=O)CCS(=O)(=O)c2ccc(Br)cc2)cc1
3	6%	34%[activator]	-1%	17%	-7%	-16%	-7%	-9%	-5%	CC12CCC(C(=O)O)(c3nc4cc([N+](=O)[O-])ccc4nc31)C2(C)C (configuration not stated)
4	-2%	-4%	62%[activator]	-8%	-3%	-7%[57.1 µM]	i	10%	-3%	Cc1ccc(S(=O)(=O)N2CCCCC2)cc1C(=O)OCC(=O)NC(=O)NC12CC3CC(CC(C3)C1)C2
5	-4%	2%	24%	1%	13%	-10%	8%	-5%	1%	COc1ccc(-c2csc(NC(=O)c3ccc(S(C)(=O)=O)cc3)n2)cc1
6	4%	-5%	116%[activator]	10%	1%	9%	i	-17%	5%	Cc1cc(Oc2ccc(Cl)cc2)nc(SCC(=O)c2ccccc2)n1
7	-10%	.	15%[57 µM]	-28%	.	-8%[57.1 µM]	.	.	2%	Fc1ccc(Nc2nc(NCc3ccco3)nc3nccnc23)cc1
8	27%[57.1 µM]	-14%	35%	-25%	1%	-21%	-4%	0%	-7%	O=C(NCCO)/C(=C\c1ccco1)NC(=O)c1cccs1
9	11%	-7%	22%	12%	0%	-7%	-5%	?	-1%	COC(=O)c1ccccc1NC(=O)c1c(O)c2c([nH]c1=O)CCCC2
10	11%	-4%	24%	-17%	-8%	-9%	-7%	15%	-5%	Cc1cc(NC(=O)CN(C)C)c([N+](=O)[O-])cc1C
11	11%[57.1 µM]	6%	1%[57 µM]	-9%	2%	?	-1%	-22%	3%	CCOC(=O)c1cnc(N2CCN(c3ccc(OC)cc3)CC2)c2ccccc12
12	0%[57.1 µM]	-6%	41%[activator]	9%	-22%	-10%	-9%	-2%	5%	O=C(O)c1cc2nccc(-c3ccc(F)cc3)n2n1
13	110%[activator]	1%	179%[activator]	1%	5%	92%[activator]	i	-10%	-2%	COC(=O)c1ccccc1NC(=O)c1cc2cc(C)ccc2n1C
14	30%	-1%	23%	-1%	11%	-16%	-9%	0%	-4%	COc1cccc(CC2(CO)CCCN(Cc3cn[nH]c3C3CCCCC3)C2)c1 (configuration not stated)
15	10%[57.1 µM]	3%	-3%	8%	19%	-15%	i	-5%	16%	Cc1csc(SCC(=O)Nc2sccc2C(N)=O)n1
16	?	-3%	49%[activator]	-43%	-15%	-7%	-6%	-5%	?	O=C(CSC1=Nc2ccccc2C2=NC(CC(=O)NC3CCCCC3)C(=O)N12)NCc1ccco1 (configuration not stated)
17	6%	-6%	4%	13%[11.4 µM]	-9%	-14%[11.4 µM]	-6%	-2%	?	Cc1cc(C(=O)CSc2nc(N)cc(=O)[nH]2)c(C)n1Cc1ccco1
18	15%[57.1 µM]	5%	-35%	27%	9%	?	i	-2%	4%	CC(=O)Nc1ccc(N=Nc2ccccc2)cc1[N+](=O)[O-]
19	10%[57.1 µM]	-6%	108%[activator]	?	-20%	-19%[11.4 µM]	4%	0%	-5%	CC(=O)c1ccccc1OC(=O)COc1ccc(Cl)cc1C
20	6%[57.1 µM]	-7%	32%	-6%[11.4 µM]	1%	-6%[57.1 µM]	-6%	?	10%	CCn1c(C)cc(/C=C2\SC(=O)N(CC(=O)Nc3ccc(C)c(C)c3)C2=O)c1C

Next part, starting with the last 3 of the part before.
No.	rTrxR1 inhibitor	ERG Ets-DNA blk	HP1b chromo inh	RGS4 inh	GLS inh	JMJD2A Tudor	Tb PGK inh	ALOX12 inh	Pin1 inhibitor	canonical_smiles
18	15%[57.1 µM]	5%	-35%	27%	9%	?	i	-2%	4%	CC(=O)Nc1ccc(N=Nc2ccccc2)cc1[N+](=O)[O-]
19	10%[57.1 µM]	-6%	108%[activator]	?	-20%	-19%[11.4 µM]	4%	0%	-5%	CC(=O)c1ccccc1OC(=O)COc1ccc(Cl)cc1C
20	6%[57.1 µM]	-7%	32%	-6%[11.4 µM]	1%	-6%[57.1 µM]	-6%	?	10%	CCn1c(C)cc(/C=C2\SC(=O)N(CC(=O)Nc3ccc(C)c(C)c3)C2=O)c1C
21	9%[57.1 µM]	-3%	12%	4%	-3%	-8%	2%	-17%	5%	Cc1csc(NC(=O)c2cc(C)nc3ccccc23)n1
22	23%	0%	75%[activator]	15%	1%	39%[activator]	0%	-8%	6%	CC(C)Oc1nc(-c2ccccc2O)nc2ccccc12
23	-13%	-5%	28%	-12%	2%	-12%	4%	-1%	-11%	Cc1ccc2[nH]c(C(=O)N3CCOCC3)cc2c1
24	9%	.	16%	-1%	-17%	4%	-5%	9%	1%	COc1ccc(S(=O)(=O)Nc2ccccc2OC)cc1C
25	-28%	6%	79%[activator]	-21%	16%	42%[activator]	-7%	?	7%	Oc1ccc(Cl)cc1C(C#Cc1ccccc1)N1CCOCC1 (configuration not stated)
26	28%	4%	5%	-2%	8%	-6%	-5%	0%	0%	CC(=O)Nc1nnc(CSCc2ccccc2F)s1
27	9%	?	43%[activator]	-6%	-3%	-7%	-6%	-3%	-2%	Cn1c(SCc2ccc([N+](=O)[O-])cc2)nnc1-c1cccnc1
28	12%[57.1 µM]	2%	36%	8%	-12%	-4%	-2%	-2%	-1%	Cc1cc(NC(=O)CN2C(=O)CCSc3ccccc32)no1
29	71%[activator]	1%	21%	8%	.	7%	-1%	?	-1%	O=C(Nc1ccc2c(c1)OCO2)Nc1ccc(Cl)cc1Cl
30	12%[57.1 µM]	2%	46%	-5%	0%	-6%	6%	0%	4%	O=C(CSCc1ccccc1Cl)NCCSc1ccccn1
31	1%	-3%	30%	18%	-4%	-11%	5%	0%	-10%	COc1ccc(/C=N/NC(=O)CCn2nc(C)cc2C)cc1O
32	26%	6%	30%	-1%	-6%	-15%	1%	7%	-2%	CCCCc1nc2cc(C(=O)N3CCC(O)CC3)ccc2o1
33	7%	-2%	25%	13%	-12%	-12%	-2%	-11%	-2%	O=C(/C=C/c1ccccc1)Nc1ccc(C(=O)N2CCCCC2)cc1
34	-17%	0%	11%	10%	-1%	-10%	i	3%	-5%	Cc1cc(C)n2nc(-c3sccc3-n3c(C)ccc3C)cc2n1
35	-5%	8%	15%	7%	5%	-16%	-2%	0%	-3%	O=C(c1ccc2nc[nH]c2c1)N1CCN(c2ncc(C(F)(F)F)cc2Cl)CC1
36	-20%	1%	14%	-13%	.	?	-7%	0%	7%	CCn1c(CN2CCN(c3ccc(Cl)cc3)CC2)nc2ccccc21
37	13%[57.1 µM]	-9%	2%	-1%	6%	-24%	3%	4%	4%	CN(CC(=O)Nc1sc2c(c1C#N)CCCCC2)Cc1nc2ccccc2c(=O)[nH]1
38	-10%[57.1 µM]	-6%	7%	12%	7%	-6%	10%	16%	-2%	CC(C)(C)OC(=O)N1CCC[C@H]1C(=O)N/N=C/c1ccc2nccnc2c1
39	9%[57.1 µM]	3%	31%	11%	-7%	7%	-1%	0%	1%	O=C(NCc1ccc2c(c1)OCO2)c1nn2cccnc2c1Cl
40	39%[activator][57.1 µM]	-11%	25%	21%	3%	-12%	0%	-3%	6%	O=C(NCC1CC1)c1cccc2c1C(=O)c1ccc(-c3ccc(OC(F)(F)F)cc3)cc1S2(=O)=O
41	-7%	6%	22%	26%	-10%	-7%	-1%	-3%	-3%	CCC(=O)N1c2ccc(S(=O)(=O)CCC(=O)N3CCN(c4ccccc4)CC3)cc2CC1C (configuration not stated)
42	-15%	3%	41%	-29%	-17%	6%	i	0%	4%	COCCNC(=O)C(c1cccs1)N(C(=O)Cn1nnc2ccccc21)c1ccccc1 (configuration not stated)
43	-15%	-1%	37%	-34%	3%	-10%	i	-21%	5%	CCCC(=O)NCCc1cc(OC)c(OC)cc1Br
44	-3%	-8%	13%	20%	14%	-25%	20%	-20%	0%	O=C(/C=C/c1ccc(Cl)cc1Cl)N(Cc1ccc(Cl)cc1)C1CCS(=O)(=O)C1 (configuration not stated)
45	?	13%	32%	-15%	14%	-17%	-9%	475%[activator]	-2%	O=C(NC(=S)Nc1ccc(N2CCOCC2)cc1)c1cccc(Cl)c1Cl
46	7%	?	30%	-3%	2%	-13%	-2%	-25%	8%	COC(=O)Cn1c(C2CC(=O)N(c3c(C)cccc3C)C2)nc2ccccc21 (configuration not stated)
47	-1%	1%	7%	5%	11%	-8%	1%	3%	-1%	COc1ccc(C)cc1NC(=O)C(OC(=O)c1cnc(C)cn1)c1ccccc1 (configuration not stated)
48	-8%	.	43%[activator]	2%	2%	-15%	.	7%	19%	Cc1ccc(N(CC(=O)N2CCc3ccccc32)S(=O)(=O)c2cccs2)cc1
49	-5%	4%	30%	-11%	-4%	?	-1%	-16%	-4%	Cc1n[nH]c(=O)c2c(NC(=O)CSc3nnc(-c4ccncc4)n3C)oc(C)c12
50	13%[57.1 µM]	4%	11%[57 µM]	-20%	-16%	-28%	i	?	0%	O=C(CSc1nccn1Cc1ccccc1)NCc1ccccc1Cl
51	8%	-1%	5%	-11%	-7%	-17%	-3%	-19%	2%	COc1ccc(NC(=O)c2ccc3snnc3c2)cc1OC
52	9%[57.1 µM]	-2%	?	6%	5%	2.5µM*	-1%	?	-9%	NC(=O)C1CCN(Cc2cccc(OCc3ccccc3)c2)CC1

Screening data (PubChem)
